# GlmU inhibition: inhibition of mycobacterial GlmU enzyme – biochemical, glucosamine-1-phosphate acetyltransferase (AID 1376); M. tuberculosis GlmU acetyltransferase enzyme assay; higher % means a stronger effect; inhibition, %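 (tested at 30 µM in the primary screen)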; hits with a dose series show IC50 in µM; actives 0.25% (n = 220,000); in the data active means inhibition above about 13%;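 further: 0% = complete reaction with vehicle and 100% = reaction without substrate; strong numbers were not always called active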
# Mtb RmlCD inh: M. tuberculosis RmlC/RmlD coupled enzyme inhibitors, primary screen, biochemical, compound mixtures, 384-well, from 1536-well plates; dTDP-4-dehydrorhamnose reductase (Mycobacterium tuberculosis (strain ATCC 25618 / H37Rv)) …; RmlC+RmlD coupled enzyme assay, percent inhibition; primary screen in compound mixtures; inhibition, % at 3.6 µM; actives 0.03% (n = 160,000); AID 1533, 2009; in the data active means inhibition mostly above about 34%, no sharp cut-off; further: some results filed as inactive read as strong as hits
# Target sequence (P9WH09 whole entry, looked up): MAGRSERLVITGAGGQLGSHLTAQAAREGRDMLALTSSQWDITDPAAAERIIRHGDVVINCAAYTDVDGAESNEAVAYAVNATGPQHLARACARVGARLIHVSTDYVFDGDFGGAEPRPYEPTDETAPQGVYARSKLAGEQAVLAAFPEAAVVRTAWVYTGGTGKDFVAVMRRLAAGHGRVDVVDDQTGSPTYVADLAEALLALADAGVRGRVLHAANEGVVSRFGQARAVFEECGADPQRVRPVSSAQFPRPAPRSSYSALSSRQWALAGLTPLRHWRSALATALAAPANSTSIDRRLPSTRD
# Target sequence (P9WH11 whole entry, looked up): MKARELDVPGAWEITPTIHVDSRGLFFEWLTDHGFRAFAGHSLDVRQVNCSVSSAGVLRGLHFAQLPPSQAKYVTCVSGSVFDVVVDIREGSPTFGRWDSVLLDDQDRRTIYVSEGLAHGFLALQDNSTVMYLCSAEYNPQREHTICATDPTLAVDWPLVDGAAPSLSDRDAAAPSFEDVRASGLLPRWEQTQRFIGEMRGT
# Numbers without * were called inactive; x = not tested or not shown; & = joins results of further samples. This is a subset; the hit share may differ from the screen's.
SMILES,GlmU inhibition,Mtb RmlCD inh
COc1ccc(/C=C/C(=O)NCCSCc2ccco2)cc1OC,1.9%,-10
CCn1nnnc1NCc1ccc(OCc2ccc(F)cc2Cl)c(OC)c1,0.3%,-5
COc1cc(CC(=O)Nc2nc(C)cs2)cc(OC)c1OC,-4.0%,25
CCOc1ccc(OCC)c(-c2c(=O)n(OCc3ccccc3Br)c3ccccc3[n+]2[O-])c1,-4.2%,x
Cc1cc(-n2ccnc2)n2c(nc3ccccc32)c1C#N,-5.9%,-5
COc1ccc(N2CCN(C(=O)CCNS(=O)(=O)c3ccccc3)CC2)cc1,2.2%,1
Cc1cccc(OCC(=O)OC2CCN(C)CC2)c1,-4.9%,x
Cc1ccc(C(=O)CSc2nnc3c4ccccc4nc(Cc4ccccc4)n23)cc1,6.5%,4
Cc1cc(C)c(-c2noc(C(=O)OC(C)(C)C)c2C(=O)OC(C)(C)C)c(C)c1,-0.3%,3
CCSCCOC(=O)C1=C(C)NC2=C(C(=O)CCC2)C1c1coc2ccccc2c1=O (configuration not stated),-7.2%,x
C#CCO[C@@H]1C[C@H](n2ccc(NC(=O)c3ccccc3)nc2=O)O[C@@H]1CO,-2.5%,x
COc1cccc(NC(=O)CN(C)C(C)C(=O)Nc2ccc(S(=O)(=O)N3CCOCC3)cc2)c1 (configuration not stated),-4.0%,x
COC(=O)c1ccc(NC(=O)CCN2CCCCC2)cc1,2.1%&-1.3%,9&18
Cc1ccc(S(=O)(=O)N2CCN(c3cnn(-c4ccccc4)c(=O)c3Cl)CC2)cc1,-4.0%,6
CCOP(=O)(OCC)C(NC(=O)Cc1ccccc1)C(Cl)(Cl)Cl (configuration not stated),3.3%,-13
CC(C)(C)C(=O)[C@@H]1[C@@H]2C(=O)N(c3ccc4c(c3)OCCO4)C(=O)[C@@H]2C2c3ccccc3C=CN21 (some centres not stated),0.9%,x
O=C(NCCCN1CCCC1)c1cc2c(Cl)nc3ccccc3c2s1,-6.0%,2
COC(=O)C(C)n1cnc2c(nnn2Cc2ccc(Cl)cc2)c1=O (configuration not stated),-7.1%,x
CSCCC(C(=O)OCC(=O)c1ccc(C)c(C)c1)N1C(=O)c2ccccc2C1=O (configuration not stated),4.3%,5
COc1ccc(N(C)S(=O)(=O)c2cccc(C(=O)Nc3ccc(OC)nc3)c2)cc1,2.4%,5
COc1c(C)cc(NC(=O)c2ccc3c(c2)NC(=O)CO3)cc1C,-2.0%,3
CCOc1ccc(NC(=O)CNC(=O)c2cccs2)cc1,2.6%,1
COc1cc(C2C(C#N)=C(N)N(Nc3ccccc3)C3=C2C(=O)CC(C)(C)C3)ccc1OCc1cccc(F)c1 (configuration not stated),1.5%,-2
COc1ccc(N2CCN(C(=O)CSc3nnc4n3C(C)(C)Cc3ccccc3-4)CC2)cc1,2.9%,8
CCOc1ccc(C(=O)N2CCC(C(=O)c3ccc4c(c3)OCCO4)CC2)cc1,-2.8%,4
CCCCCCNS(=O)(=O)c1ccc(OC)c(OC)c1,-3.5%,0
O=C(c1cccc(C(F)(F)F)c1)C1CCCN(Cc2ccc(OCCO)cc2)C1 (configuration not stated),2.4%,-5
CC(=O)c1c(N2CCN(C)CC2)[nH]c(-c2ccccc2)nc1=S,1.1%,4
Cc1ccc(S(=O)(=O)N2CCOCC2)cc1NC(=O)CSc1n[nH]c(N)n1,4.4%,-14
CC(NC(=O)c1cc(=O)[nH]c2ccccc12)c1ccccc1 (configuration not stated),1.1%,-10

# Arranged by SMILES length (low to high): some entries from above.
SMILES,GlmU inhibition,Mtb RmlCD inh
CCCCCCNS(=O)(=O)c1ccc(OC)c(OC)c1,-3.5%,0
CCOc1ccc(NC(=O)CNC(=O)c2cccs2)cc1,2.6%,1
CC(NC(=O)c1cc(=O)[nH]c2ccccc12)c1ccccc1 (configuration not stated),1.1%,-10
COC(=O)C(C)n1cnc2c(nnn2Cc2ccc(Cl)cc2)c1=O (configuration not stated),-7.1%,x
CCOP(=O)(OCC)C(NC(=O)Cc1ccccc1)C(Cl)(Cl)Cl (configuration not stated),3.3%,-13
CC(=O)c1c(N2CCN(C)CC2)[nH]c(-c2ccccc2)nc1=S,1.1%,4
O=C(c1cccc(C(F)(F)F)c1)C1CCCN(Cc2ccc(OCCO)cc2)C1 (configuration not stated),2.4%,-5
CCOc1ccc(C(=O)N2CCC(C(=O)c3ccc4c(c3)OCCO4)CC2)cc1,-2.8%,4
CSCCC(C(=O)OCC(=O)c1ccc(C)c(C)c1)N1C(=O)c2ccccc2C1=O (configuration not stated),4.3%,5
COc1ccc(N(C)S(=O)(=O)c2cccc(C(=O)Nc3ccc(OC)nc3)c2)cc1,2.4%,5
Cc1ccc(S(=O)(=O)N2CCN(c3cnn(-c4ccccc4)c(=O)c3Cl)CC2)cc1,-4.0%,6
COc1cc(C2C(C#N)=C(N)N(Nc3ccccc3)C3=C2C(=O)CC(C)(C)C3)ccc1OCc1cccc(F)c1 (configuration not stated),1.5%,-2
CC(C)(C)C(=O)[C@@H]1[C@@H]2C(=O)N(c3ccc4c(c3)OCCO4)C(=O)[C@@H]2C2c3ccccc3C=CN21 (some centres not stated),0.9%,x

# More compounds follow.
SMILES,GlmU inhibition,Mtb RmlCD inh
O=C(Nc1nnc(-c2ccccn2)o1)c1ccc(Br)cc1,-5.7%,4
O=C(NCC1CCCO1)c1ccc(CS(=O)(=O)c2c(Cl)cccc2Cl)o1 (configuration not stated),0.4%,6
COc1cc2c(cc1OC)C(c1cc3cc(OC)c(OC)cc3[nH]c1=O)N(C(=O)C1CC1)CC2 (configuration not stated),0.9%,x
COc1cc(/C=N/NC(=O)C(C)Nc2n[nH]c(=O)[nH]c2=O)ccc1O (configuration not stated),-6.1%,-5
COC(=O)c1ccccc1N=Nc1c(N)n[nH]c1N,3.2%,-6
CCNc1nc(NCc2ccccc2)nc(SCC(N)=O)n1,-5.7%,-10
CCOC(=O)CC(=O)NC(CC(=O)OC)c1ccc(C(C)C)cc1 (configuration not stated),-2.6%,-16
O=Nc1c(O)n(Cc2ccc(Cl)cc2)c2ccccc12,1.9%,-13
COc1ccc(/C=C(/C(=O)c2cccs2)N2C=CC=CC2=C(C#N)C#N)cc1,-0.2%,-5
COc1ccc(C(C(=O)NC2CCCC2)N(C(=O)c2snc(-c3ccc(F)cc3)c2N)c2cccc(F)c2)cc1 (configuration not stated),4.7%,x
Cc1ccc(-c2nc(CN(Cc3c(C)nn(C)c3C)C(C)C)c(C)o2)o1,3.7%,3
CCN1CCN(C(c2cccs2)C(C)NC(=S)Nc2cccc(C)c2C)CC1 (configuration not stated),5.9%,10
O=C(Nc1cccc(-c2cn3cccnc3n2)c1)c1cccs1,-1.3%,15
O=c1cc(CO)oc(CN2CCN(c3ccccc3)CC2)c1O,-5.1%,5
Cc1ccc(S(=O)(=O)NCCC(=O)OCn2nnc3ccccc3c2=O)cc1,-0.7%,3
CCn1c2ccccc2c2cc(NC(=O)C3CCN(S(=O)(=O)c4cccs4)CC3)ccc21,7.1%,x
CCN(CC)c1nc(-c2ccc(Cl)cc2)cc(C(F)(F)F)c1C#N,-1.3%,1
COc1ccccc1-c1noc(-c2ccco2)n1,-1.6%,6
O=C(NCc1ccc2c(c1)OCO2)c1ccc2c(c1)C(=O)N(CC1CCCO1)C2=O (configuration not stated),0.2%,-5
CCC(C)(C)n1nnnc1C(c1ccc(N(C)C)cc1)N1CCN(C2CCCCC2)CC1 (configuration not stated),1.1%,x

# Structures listed so far that contain bromine:
SMILES,GlmU inhibition,Mtb RmlCD inh
CCOc1ccc(OCC)c(-c2c(=O)n(OCc3ccccc3Br)c3ccccc3[n+]2[O-])c1,-4.2%,x
O=C(Nc1nnc(-c2ccccn2)o1)c1ccc(Br)cc1,-5.7%,4

# The list goes on:
SMILES,GlmU inhibition,Mtb RmlCD inh
CC(C)N=C(NC#N)SCc1ccccc1,0.5%,x
COC(=O)[C@H](NC(=O)c1cc(-c2ccccc2)nc2ccccc12)c1ccccc1,-0.2%,x
Nc1nc(N)c2c(n1)CCCC2,-8.0%,3
COc1ccc(C)cc1NC(=O)C1CCC(CNc2c(N3CCOCC3)c(=O)c2=O)CC1 (configuration not stated),3.7%,4
Cc1ccc(C2C(C#N)=C(N)Oc3n[nH]c(-c4cccs4)c32)s1 (configuration not stated),3.9%,-7
Cc1ccc(Nc2nc(=O)c3cccnc3s2)cc1,3.2%,8
Cc1ccc(-c2[nH][nH]c(=O)c(=O)c2N=Nc2ccccc2)cc1,4.1%,-11
CCN1CCN(C(=O)CN(CCc2ccccc2)S(C)(=O)=O)CC1,1.0%,-7
O=c1[nH]cnc(O)c1C(c1ccc2c(c1)OCO2)c1c(O)nc[nH]c1=O,-2.8%,-5
Cc1cc(NC(=O)C(C)C)n(-c2nc3ccccc3s2)n1,-5.8%,5
Cc1ccc(OCC(O)Cn2c(=N)n(Cc3ccccc3)c3ccccc32)cc1 (configuration not stated),-8.3%,x
CCc1nc(SCC(N)=O)c2c(=O)n(C)c(=O)n(C)c2n1,-1.9%,x
Cc1c(NC(=O)CN2c3cccc4cccc(c34)S2(=O)=O)c(=O)n(-c2ccccc2)n1C,0.2%,68
CCCc1cc(=O)n2[nH]c(NCc3cccs3)nc2n1,2.3%,-7
C=CCn1c(CCC(=O)Nc2ccc(C)c(Cl)c2)nnc1SCC(=O)Nc1ccccc1C,4.5%,x
S=C1SCN(Cc2cccnc2)CN1Cc1ccccc1,2.7%,-12
CN(c1cccc(NC(=O)c2ccc(C(C)(C)C)cc2)c1)S(C)(=O)=O,-3.5%,3
C[C@H](NC(=O)NCc1ccc(F)cc1)C(=O)O,4.0%,x
COc1ccc(-n2c(CCc3ccccc3)nnc2SCC(=O)NCc2ccccc2)cc1,-0.9%,x
CN1C(=O)/C(=N/OC(=O)c2ccccc2Br)c2ccccc21,2.1%,9
CCC(CC)n1[nH]c(=O)cc1N,2.4%,x
COc1ccc(OCC(=O)NNC(=O)c2cccs2)cc1,-0.8%,-8
Cc1cc(C(=O)Nc2c(C)n(C)n(-c3ccccc3)c2=O)c2ccccc2n1,2.3%,x
CC(C)(O)C#Cc1ccc(C(=O)NCc2ccccc2)s1,-4.3%,x
CCCCNC(=S)N(C)N=C1CCC(c2ccccc2)CC1 (configuration not stated),1.9%,3
CC(C)C(=O)NC(c1ccccc1)c1cc([N+](=O)[O-])c2cccnc2c1O (configuration not stated),-2.5%,x
CN1CCN(c2nc(N)cc(=O)[nH]2)CC1,2.2%,7
CCCCNc1nc(N)ncc1[N+](=O)[O-],3.3%,-15
CC(=O)ON1C(C)(C)Cc2noc(N)c2C1(C)C,-2.5%,56
CCn1ncc(Br)c1C(=O)Nc1sc2c(c1C(=O)OC)CCC2,2.2%,x
Nc1nc(SCC(=O)N2CCCc3ccccc32)[nH]c(=O)c1-c1ccccc1,3.8%,x
NC(=O)COC(=O)/C=C/c1ccc(S(=O)(=O)N2CCCCCC2)cc1,-3.7%,4
c1ccc(CSc2ncnc3c2sc2nc(N4CCOCC4)c4c(c23)CCCC4)cc1,0.2%,x
O=C(O)CNS(=O)(=O)/C=C/c1ccccc1,-0.4%,26
Cc1cc(C)nc(N2CCN(c3nnnn3-c3ccccc3)CC2)n1,-2.4%,-10
CCN1CCN(C(=O)c2ccc(Sc3ccccc3Cl)c([N+](=O)[O-])c2)CC1,-0.7%,-9
Cc1onc(-c2ccccc2)c1C(=O)N1CCC(C)CC1,-1.1%,x
O=C(NNC(=O)C1CCN(Cc2ccccc2)CC1)c1cccs1,1.1%,7
c1ccc(-c2nnc(SCc3nc4ccccc4[nH]3)n2Cc2ccco2)cc1,-2.2%,-6
Cc1cc2oc(=O)cc(CSc3nnc(-c4cccs4)o3)c2cc1C(C)C,2.0%,-3
Cc1ccc2cccc(OCC(=O)N3CC(C)CC(C)C3)c2n1 (configuration not stated),-2.0%,-5
Cc1ccc(CNC(=O)CCc2ccc(S(=O)(=O)NCC(C)C)cc2)cc1,6.7%,x
CC(OC(=O)c1cccc(N2C(=O)c3ccccc3C2=O)c1)C(=O)Nc1ccc(N(C)C)cc1 (configuration not stated),1.2%,6
C#CCOc1nc2c(c(=O)n(C)c(=O)n2C)n1Cc1ccccc1,0.0%,4
CCN(CC)S(=O)(=O)c1cccc(C(=O)Nc2cccc(C)c2)c1,0.6%,x
CC(=O)C1=C(C)NC(=O)NC1c1ccccc1OCC(=O)NCCc1ccccc1 (configuration not stated),1.9%,-5
O=C(Oc1cccc2cccnc12)c1ccco1,3.0%,x
Cc1ccc(C(=O)N2CCN(c3ccc([N+](=O)[O-])c(N4CCOCC4)c3)CC2)cc1,0.8%,99
Cn1c(SCC(=O)Nc2cc(Cl)cc(Cl)c2)nnc1-c1ccc2nonc2c1,-5.0%,7
O=C(Cn1c(-c2ccccc2Cl)nc2ccccc21)Nc1cccc(Cl)c1,0.8%,-11
# Carrying on.
SMILES,GlmU inhibition,Mtb RmlCD inh
Cc1ccccc1NC(=S)NCc1ccc2c(c1)cc(C)n2C,-7.9%,x
Cc1ccc(NC(=O)c2ccc(OC(F)(F)F)cc2)cc1S(=O)(=O)N(C)C,-3.9%,-1
Cc1ccn(S(=O)(=O)c2ccc(C(C)(C)C)cc2)n1,-6.0%,x
COc1ccc(Cl)cc1NC(=O)CSc1nnc(-c2ccncc2)n1CC1CCCO1 (configuration not stated),6.7%,x
COc1ccc(-c2cc(N3C(=O)Nc4ccccc4N3O)n[nH]2)c(OC)c1,-0.1%,-6
COCCn1nnnc1C(c1cc2c(C)cc(C)cc2[nH]c1=O)N1CCCCCC1 (configuration not stated),-6.5%,x
CC1CN(C(=O)c2ccncc2)CC(C)O1 (configuration not stated),2.6%,-9
NC(=O)C1CCN(C(=O)CCCCCn2c(=O)[nH]c3ccsc3c2=O)CC1,0.0%,-4
O=C1NC(c2cn(-c3ccccc3)nc2-c2cccs2)C(C(=O)c2cccnc2)C(O)(C(F)(F)F)N1 (configuration not stated),0.1%,x
Cc1ccccc1NC(=O)/C=C/c1cccc(C(F)(F)F)c1,-2.5%,6
CCOc1ccc2nc(Cl)c(C3CC(c4ccco4)=NN3S(=O)(=O)c3ccccc3)cc2c1 (configuration not stated),-2.4%,0

# Compound activity from PubChem.
